LMPTP inh: blocks human LMPTP phosphatase; P24666; recombinant LMPTP-A, OMFP fluorogenic substrate, fluorescence intensity; inhibition, % at 20 µM; actives 0.22% (n = 360,000); AID 651560;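 active means compounds that cut the enzyme signal by at least half of the control window in the single-dose screen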;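 further: plate controls were DMSO wells with enzyme plus substrate for no effect and substrate without enzyme for full effect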
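Test system: LMPTP-A, protein tyrosine phosphatase of low molecular weight; Input: 0.625 nM enzyme; Incubation: 50 min dark incubation at room temperature; Signal: endpoint fluorescence intensity from OMFP dephosphorylation; Read-out basis: % inhibition versus control wells.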
MsrA inhibitor: bovine MsrA inhibition | purified bovine MsrA, absorbance read-out | inhibition, % at 15.5 µM | actives 0.75% (n = 360,000); in the data active means inhibition above about 4.5%;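 further: 0% = vehicle wells with enzyme and 100% = reference inhibitor wells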
STEP block: STEP (human) phosphatase inhibition | AID 588621 | inhibition, % at 20 µM | recombinant STEP, OMFP fluorogenic substrate, fluorescence | actives 0.25% (n = 360,000);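 active means inhibition at 20 µM, scaled per plate between control wells, above about 37%, limit read from the data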;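 further: 0% = DMSO with enzyme and substrate and 100% = substrate only without enzyme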
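material = STEP tyrosine phosphatase | reagent = fluorogenic phosphatase substrate OMFP at 25 µM final | doses = single compound dose of 20 µM, 1% DMSO final | schedule = 20 min reaction, room temperature, in the dark | measured by = fluorescence, 480/540 nm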
DNMT1 inh: DNMT1 (human) enzyme inhibition | P26358 | DNMT1 molecular beacon, Hinp1I cleavage, fluorescence | inhibition (reported as % activation of signal), % at 10 µM | actives 0.83% (n = 360,000) | AID 588458; in the data active means inhibition above about 50%
bovine MsrA act: activates bovine MsrA enzyme; purified bovine MsrA, absorbance read-out; actives 0.3% (n = 360,000); AID 602163; activation, % at 10.6 µM; in the data active means activation above about 7.5%;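 further: 0% = vehicle and 100% = reference activator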
SUMO1-SIM PPI: modulators of human SUMO1-mediated protein-protein interactions | P63165 | SUMO1 binding to a labelled peptide, TR-FRET, 1 h | inhibition, % at 20 µM | actives 0.33% (n = 360,000) | AID 602429; in the data active means inhibition above about 37%
Target sequence (P63165 whole entry, looked up): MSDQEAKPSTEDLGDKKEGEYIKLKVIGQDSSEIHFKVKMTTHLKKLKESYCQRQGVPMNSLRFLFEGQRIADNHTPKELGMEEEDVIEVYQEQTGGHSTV
Scp1 inh: Scp-1 (human) phosphatase inhibition. Q9GZU7. Recombinant Scp1, phosphopeptide, malachite green phosphate absorbance. inhibition, % at 20 µM. actives 0.88% (n = 340,000). AID 493091;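 active means inhibition above about 50% at 20 µM, limit read from the data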;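 further: plate controls were DMSO wells with enzyme for no effect and wells lacking enzyme for full effect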
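Test system: SCP-1 catalytic domain; Buffer or medium: Acidic Tris acetate buffer with magnesium and detergent; Also added: Phosphorylated 17-residue peptide substrate; Compound: single 20 µM dose, 1% DMSO; Schedule: enzyme reaction 45 min at room temperature, colour 5 min, stabilisation 30 min; Signal: Phosphate-binding colour reagent, absorbance read at 630 nm.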
CendR NRP1 mod: NRP-1/CendR interaction modulation; AID 602438; O14786; inhibition, % at 25 µM; actives 0.85% (n = 360,000); FAM-RPARPAR peptide binding to NRP-1, fluorescence polarization;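 active means inhibition or corrected inhibition above about 18%, plus a signal ratio from 0.5 to 1.5, limit read from the data, passing the limit was not always enough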; further: strong numbers were not always called active
Target sequence (O14786 whole entry, looked up): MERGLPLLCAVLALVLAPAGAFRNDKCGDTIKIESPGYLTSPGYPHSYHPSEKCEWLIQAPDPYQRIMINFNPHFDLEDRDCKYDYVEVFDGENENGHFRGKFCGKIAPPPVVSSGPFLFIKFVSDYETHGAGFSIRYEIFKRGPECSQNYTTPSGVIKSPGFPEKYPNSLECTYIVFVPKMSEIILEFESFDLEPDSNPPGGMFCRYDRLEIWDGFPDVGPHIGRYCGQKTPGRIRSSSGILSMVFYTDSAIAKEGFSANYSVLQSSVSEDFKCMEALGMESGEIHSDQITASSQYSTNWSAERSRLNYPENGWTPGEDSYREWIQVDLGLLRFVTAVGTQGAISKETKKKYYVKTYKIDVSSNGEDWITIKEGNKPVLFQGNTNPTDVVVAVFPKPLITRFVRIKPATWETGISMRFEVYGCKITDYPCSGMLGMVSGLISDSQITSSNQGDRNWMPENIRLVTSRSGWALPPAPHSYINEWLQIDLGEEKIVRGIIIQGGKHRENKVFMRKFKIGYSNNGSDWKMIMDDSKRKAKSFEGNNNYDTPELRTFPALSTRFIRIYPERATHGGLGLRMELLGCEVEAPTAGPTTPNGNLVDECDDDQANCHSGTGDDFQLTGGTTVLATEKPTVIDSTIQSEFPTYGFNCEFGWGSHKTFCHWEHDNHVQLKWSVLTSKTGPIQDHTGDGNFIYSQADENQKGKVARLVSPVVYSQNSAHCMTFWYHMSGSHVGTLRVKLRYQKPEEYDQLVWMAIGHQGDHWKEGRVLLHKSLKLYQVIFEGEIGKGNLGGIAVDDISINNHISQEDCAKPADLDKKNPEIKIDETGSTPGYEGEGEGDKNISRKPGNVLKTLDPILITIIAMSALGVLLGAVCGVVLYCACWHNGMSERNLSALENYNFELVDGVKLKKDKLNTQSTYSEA
TbMetRS inhib: blocks T. brucei methionyl-tRNA synthetase activity | actives 0.4% (n = 360,000) | AID 624268 | purified T. brucei MetRS, ATP depletion, Kinase-Glo luminescence | inhibition, % at 11.9 µM;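 active means inhibition above a per-plate cutoff of the control wells' mean inhibition plus 3 SD, cut at about 5.5% in these data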;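 further: 0% = DMSO wells median and 100% = median of wells with control inhibitor compound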
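Dosing: 11.9 µM compound single dose, 0.9% DMSO; Assay system: purified T. brucei MetRS enzyme; Measured by: Kinase-Glo luciferase luminescence reporting remaining unconsumed ATP; Schedule: 15 min plus 2 h at 25 °C.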
E coli Lon inh: E. coli protease La inhibition; purified E. coli Lon protease, fluorescence polarization; actives 0.42% (n = 360,000); AID 602123; inhibition, % at 7.94 µM; P0A9M0; in the data active means inhibition above about 13%, passing the limit was not always enough;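 further: 0% = enzyme with probe and DMSO and 100% = no enzyme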
Numbers without * were called inactive. Outcome played no part in choosing rows (roughly 4.3% active in at least one column).

What do the screens show for `CC(C)C(=O)NN1c2ccccc2CCc2ccccc21`?
LMPTP inh: -0.3; MsrA inhibitor: -0.2; STEP block: -2; DNMT1 inh: 9; bovine MsrA act: 0; SUMO1-SIM PPI: -4; Scp1 inh: -14; CendR NRP1 mod: -16; TbMetRS inhib: -0.6; E coli Lon inh: -4

Results for Cc1ccc(F)cc1NC(=O)C1CC(=O)N(Cc2ccccc2)C1 (stereo not drawn) ?
LMPTP inh: -0.8; MsrA inhibitor: -1.3; STEP block: -2; DNMT1 inh: -4; bovine MsrA act: -5; SUMO1-SIM PPI: -3; CendR NRP1 mod: 6; TbMetRS inhib: -0.4; E coli Lon inh: -1

How did CCOC(=O)c1ccccc1NC(=O)c1c(O)c2ccccc2n(CC)c1=O do in these assays?
LMPTP inh: 4.2; MsrA inhibitor: -0.2; STEP block: 2; DNMT1 inh: 0; bovine MsrA act: -4; SUMO1-SIM PPI: 1; Scp1 inh: -18; CendR NRP1 mod: 0; TbMetRS inhib: -1.1; E coli Lon inh: -6

What do the screens show for `CCOC(=O)[C@]12CCC=C1N(CCC1=CCCCC1)C(=O)[C@H](CC(=O)NCCC(C)C)C2`?
LMPTP inh: -0.8; MsrA inhibitor: -1.3; bovine MsrA act: 3; SUMO1-SIM PPI: 3; CendR NRP1 mod: 8; TbMetRS inhib: -0.9; E coli Lon inh: 6

How did CCN1CCC2(CCN(C(=O)c3cc(COc4cc(C)ccc4C)on3)C2)C1 (stereo not drawn) do in these assays?
LMPTP inh: -0.5; MsrA inhibitor: 0.3; STEP block: 2; DNMT1 inh: -8; bovine MsrA act: -2; SUMO1-SIM PPI: -18; Scp1 inh: -1; CendR NRP1 mod: 2; TbMetRS inhib: -0.5; E coli Lon inh: 3

How did CC(C)C[C@@H]1CN=C(N)N1C[C@@H]1CCCN1C[C@@H](C(C)C)N1C[C@@H](Cc2ccccc2)N(CCCC2CCCC2)C1=N do in these assays?
LMPTP inh: 2.3; MsrA inhibitor: -0.8; STEP block: 2; DNMT1 inh: 8; bovine MsrA act: -7; SUMO1-SIM PPI: -34; Scp1 inh: 8; CendR NRP1 mod: -9; TbMetRS inhib: -1.1; E coli Lon inh: 3

Results for Cc1c(OC(C)C(=O)N2C[C@H]3C[C@@H](C2)c2cccc(=O)n2C3)ccc2c3c(c(=O)oc12)CCCC3 (stereo partly drawn) ?
LMPTP inh: -0.6; MsrA inhibitor: 1.5; STEP block: 3; DNMT1 inh: -1; bovine MsrA act: -1; SUMO1-SIM PPI: 2; Scp1 inh: -4; CendR NRP1 mod: -13; TbMetRS inhib: 1.4; E coli Lon inh: -4

How did Cn1cnc([N+](=O)[O-])c1Nc1ccccc1O do in these assays?
LMPTP inh: 0.6; MsrA inhibitor: 1.4; STEP block: 7; DNMT1 inh: 3; bovine MsrA act: -3; SUMO1-SIM PPI: -12; Scp1 inh: -4; CendR NRP1 mod: -10; TbMetRS inhib: -0.3; E coli Lon inh: -12

What do the screens show for `CN(C)c1nc(-c2ccccc2)nc(-c2ccc(Cl)cc2)c1C#N`?
LMPTP inh: 2.8; MsrA inhibitor: 1.0; STEP block: 1; DNMT1 inh: 2; bovine MsrA act: -1; SUMO1-SIM PPI: 4; Scp1 inh: -12; CendR NRP1 mod: 10; TbMetRS inhib: 0.5; E coli Lon inh: 2

How did COC(=O)c1c(C)[nH]c(C(=O)OCC(=O)NCC(C)C)c1C do in these assays?
LMPTP inh: -0.8; MsrA inhibitor: -0.3; STEP block: 2; DNMT1 inh: 1; bovine MsrA act: 3; SUMO1-SIM PPI: -1; Scp1 inh: 6; CendR NRP1 mod: 20; TbMetRS inhib: -0.3; E coli Lon inh: -7

Results for CCOc1ccccc1N1CCN(C(=O)c2ccc(-c3ccc(OC(C)=O)cc3)cc2)CC1 ?
LMPTP inh: 3.2; MsrA inhibitor: -1.0; STEP block: 2; DNMT1 inh: -5; bovine MsrA act: -3; SUMO1-SIM PPI: 5; Scp1 inh: -4; CendR NRP1 mod: 4; TbMetRS inhib: -0.8; E coli Lon inh: 3

What do the screens show for `O=C(CSc1nnc2c(n1)[nH]c1ccccc12)Nc1cccc(S(=O)(=O)N2CCOCC2)c1`?
LMPTP inh: 4.8; MsrA inhibitor: 0.9; STEP block: 3; DNMT1 inh: -1; bovine MsrA act: -1; SUMO1-SIM PPI: -1; Scp1 inh: 2; CendR NRP1 mod: 11; TbMetRS inhib: 1.9; E coli Lon inh: 1

Results for COc1ccc(OC)c(NC(=O)CCc2c[nH]c3ccccc23)c1 ?
LMPTP inh: 0.3; MsrA inhibitor: 0.2; STEP block: 9; DNMT1 inh: -1; bovine MsrA act: -1; SUMO1-SIM PPI: 0; Scp1 inh: -8; CendR NRP1 mod: 4; TbMetRS inhib: 0.2; E coli Lon inh: -4

What do the screens show for `COc1ccccc1NC(=O)CC1SC(=N)N(c2ccccc2)C1=O` (stereo not drawn)?
LMPTP inh: -0.8; MsrA inhibitor: 1.5; STEP block: -2; DNMT1 inh: -2; bovine MsrA act: -3; SUMO1-SIM PPI: -6; Scp1 inh: -6; CendR NRP1 mod: -2; TbMetRS inhib: -0.8; E coli Lon inh: 9

How did O=C(Nc1ccccc1C(=O)NC1CC1)c1ccc([N+](=O)[O-])o1 do in these assays?
LMPTP inh: 0.6; MsrA inhibitor: 3.1; STEP block: 11; DNMT1 inh: 19; bovine MsrA act: 0; SUMO1-SIM PPI: -33; Scp1 inh: 47; CendR NRP1 mod: 9; TbMetRS inhib: -0.3; E coli Lon inh: -10

What do the screens show for `CCc1sc(C(=O)NCc2ccco2)cc1Br`?
LMPTP inh: 0.9; MsrA inhibitor: 1.4; STEP block: 1; DNMT1 inh: 4; bovine MsrA act: -8; SUMO1-SIM PPI: 2; Scp1 inh: 1; CendR NRP1 mod: -17; TbMetRS inhib: -0.4; E coli Lon inh: -9

What do the screens show for `O=C(NC1CC1)C1=C[C@@H](C2CCCCC2)C[C@@H](OCc2ccc(CO)cc2)O1`?
LMPTP inh: 0.9; MsrA inhibitor: 0.5; STEP block: 0; DNMT1 inh: -1; bovine MsrA act: 0; SUMO1-SIM PPI: 1; Scp1 inh: -3; CendR NRP1 mod: 13; TbMetRS inhib: -0.4; E coli Lon inh: -1

Results for O=C(O)/C=C/c1cn(-c2ccccc2)nc1-c1cc2ccccc2oc1=O ?
LMPTP inh: -0.1; MsrA inhibitor: 3.1; STEP block: 4; DNMT1 inh: 1; bovine MsrA act: -5; SUMO1-SIM PPI: 6; Scp1 inh: -7; CendR NRP1 mod: -7; TbMetRS inhib: -0.6; E coli Lon inh: -1

How did Cc1cc(CNC[C@H]2O[C@@H](n3cnc(C(N)=O)n3)[C@H](O)[C@@H]2O)c(C)n1-c1cccnc1 do in these assays?
LMPTP inh: -0.4; MsrA inhibitor: 0.9; STEP block: 0; DNMT1 inh: -3; bovine MsrA act: -5; SUMO1-SIM PPI: -7; Scp1 inh: 8; CendR NRP1 mod: -9; TbMetRS inhib: -1.0; E coli Lon inh: 4

What do the screens show for `Cc1ccc2nc3sc(C(=O)Nc4c(C)[nH]c(=O)[nH]c4=O)c(N)c3cc2c1`?
LMPTP inh: 2.1; MsrA inhibitor: 1.6; STEP block: -1; DNMT1 inh: -3; bovine MsrA act: -2; SUMO1-SIM PPI: -7; Scp1 inh: 4; CendR NRP1 mod: -37; TbMetRS inhib: -0.2; E coli Lon inh: -12

How did Cc1cc([N+](=O)[O-])nn1CC(=O)NNC(=S)Nc1ccc(Cl)cc1 do in these assays?
LMPTP inh: -2.2; MsrA inhibitor: 0.2; STEP block: 2; DNMT1 inh: -4; bovine MsrA act: 1; SUMO1-SIM PPI: -7; Scp1 inh: -8; CendR NRP1 mod: 8; TbMetRS inhib: -0.1; E coli Lon inh: 8

How did CC(=O)Nc1cccn(Cc2c(Cl)cccc2Cl)c1=O do in these assays?
LMPTP inh: 0.6; MsrA inhibitor: 0.7; STEP block: 3; DNMT1 inh: -1; bovine MsrA act: -3; SUMO1-SIM PPI: -1; Scp1 inh: -5; CendR NRP1 mod: 7; TbMetRS inhib: -0.5; E coli Lon inh: -14

How did O=C(Nc1ccccc1)c1cc(-c2ccccc2Cl)no1 do in these assays?
LMPTP inh: 1.8; MsrA inhibitor: -0.5; STEP block: 0; DNMT1 inh: -5; bovine MsrA act: -4; SUMO1-SIM PPI: 2; Scp1 inh: -17; CendR NRP1 mod: -1; TbMetRS inhib: -0.2; E coli Lon inh: -6

What do the screens show for `NC(=O)C1CCN(C(=O)CCc2nc3sc4c(c3c(=O)[nH]2)CCCC4)CC1`?
LMPTP inh: 4.8; MsrA inhibitor: 1.5; STEP block: 4; DNMT1 inh: 35; bovine MsrA act: 0; SUMO1-SIM PPI: 8; Scp1 inh: 58*; CendR NRP1 mod: -34; TbMetRS inhib: -0.1; E coli Lon inh: -16

Results for Cc1c(OC(=O)c2ccc([N+](=O)[O-])cc2)c2c(c[n+]1C)COC(C)(C)OC2 ?
LMPTP inh: -2.7; STEP block: 1; DNMT1 inh: -1; bovine MsrA act: -8; SUMO1-SIM PPI: -18; Scp1 inh: 67*; CendR NRP1 mod: 1; TbMetRS inhib: -1.1; E coli Lon inh: 3

Results for C#CCOCCOCCOCCNc1nc(N2CCN(C(=O)[C@H](CCCCN)n3cc([C@@H](N)C(C)CC)nn3)CC2)nc(N2CCN(C(=O)[C@H](Cc3cc4ccccc4[nH]3)n3cc([C@@H](N)CC(C)C)nn3)CC2)n1 (stereo partly drawn) ?
LMPTP inh: -5.1; STEP block: -3; DNMT1 inh: -111; bovine MsrA act: -7; SUMO1-SIM PPI: -112; Scp1 inh: 8; CendR NRP1 mod: -4; TbMetRS inhib: -0.1; E coli Lon inh: 0

What do the screens show for `Cc1cc(OCCn2cc(/C(N)=N/O)c3ccccc32)ccc1Cl`?
LMPTP inh: 4.8; MsrA inhibitor: 1.2; STEP block: 5; DNMT1 inh: -9; bovine MsrA act: -1; SUMO1-SIM PPI: -3; Scp1 inh: -4; CendR NRP1 mod: -19; TbMetRS inhib: -0.1; E coli Lon inh: 7

Assay outcomes from PubChem BioAssay.
